Assay outcomes deposited in PubChem by The Scripps Research Institute Molecular Screening Center.
LYPLA1 counter: counter-screen for PME1 inhibitors: inhibitors of human LYPLA1 | O75608 | recombinant LYPLA1, FP-Rh probe fluorescence polarization | inhibition, % at 5.9 µM | 320,000 tested, 0.16% active | AID 2174;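 active means inhibition above the mean of all tested compounds plus 3 SD, set per campaign, cut at about 14% in these data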;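 further: inhibitors block serine hydrolase probe labeling of LYPLA1 so polarization falls; 0% = enzyme with DMSO and 100% = wells lacking LYPLA1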
PREPL inhibitor: human PREPL enzyme inhibition; Q4J6C6; 320,000 tested, 0.68% active; recombinant PREPL, fluorescence polarization activity-based probe; inhibition, % at 5.96 µM; AID 2751; in the data active means inhibition above about 43%;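 further: 0% = enzyme with DMSO and 100% = wells lacking enzyme; many of its hits are not listed in these tables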
GSTO1 counter: blocks human GSTO1 in RBBP9 counter-screen; AID 1974; recombinant GSTO1, activity-based probe fluorescence polarization; inhibition, % at 5.96 µM; P78417; 300,000 tested, 1.1% active;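 active means inhibition above the campaign mean inhibition plus 3 SD, cut at about 35% in these data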;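 further: 0% = GSTO1-1 with DMSO and 100% = wells lacking GSTO1-1 enzyme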
PAFAH1B2 inh: PAFAH1B2 (human) inhibition; inhibition, % at 3.39 µM; 340,000 tested, 1.2% active; recombinant PAFAH1B2, FP-rhodamine activity probe, fluorescence polarization; P68402;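 active means inhibition above the mean of all tested compounds plus 3 SD, cut at about 24% in these data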;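 further: 0% = enzyme with DMSO and 100% = wells lacking PAFAH1B2; many of its hits are not listed in these tables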
PAFAH2 inh: inhibitors of human PAFAH2. recombinant PAFAH2, FP-rhodamine activity probe, fluorescence polarization. 340,000 tested, 0.99% active. inhibition, % at 3.39 µM. AID 492956;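 active means inhibition above the mean over all tested compounds plus 3 SD, cut at about 30% in these data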;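 further: inhibitors block probe labeling of enzyme so polarization drops; 0% = enzyme with DMSO and 100% = wells lacking PAFAH2 protein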
PAFAH1B3 FP inh: blocks human PAF acetylhydrolase 1B catalytic subunit 3; Q15102; recombinant PAFAH1B3, FP-rhodamine probe, fluorescence polarization; inhibition, % at 3.39 µM; 340,000 tested, 0.28% active;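 active means inhibition above the screen-wide average of all tested compounds plus 3 SD, cut at about 25% in these data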;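 further: 0% = enzyme with DMSO only and 100% = wells lacking PAFAH1B3 protein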
LYPLA2 counter: counter-screen for PME1 inhibitors: inhibitors of human LYPLA2. O95372. inhibition, % at 5.9 µM. 320,000 tested, 0.38% active. recombinant LYPLA2, FP-Rh probe fluorescence polarization. AID 2177;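 active means inhibition above the screen-wide mean plus 3 SD, limit set per campaign, cut at about 26% in these data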;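 further: 0% = LYPLA2 with DMSO and 100% = wells lacking LYPLA2 enzyme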
pPAFAH inh: inhibitors of human plasma PAF acetylhydrolase (pPAFAH); Q13093; recombinant pPAFAH, FP-rhodamine probe fluorescence polarization; inhibition, % at 3.39 µM; 330,000 tested, 1.5% active; AID 463082;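 active means inhibition above the mean inhibition across the screen plus 3 SD, cut at about 25% in these data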;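 further: inhibitors block binding of the rhodamine activity-based probe so polarization drops; 0% = enzyme with DMSO and 100% = wells lacking pPAFAH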
Target sequence (Q13093 whole entry, looked up): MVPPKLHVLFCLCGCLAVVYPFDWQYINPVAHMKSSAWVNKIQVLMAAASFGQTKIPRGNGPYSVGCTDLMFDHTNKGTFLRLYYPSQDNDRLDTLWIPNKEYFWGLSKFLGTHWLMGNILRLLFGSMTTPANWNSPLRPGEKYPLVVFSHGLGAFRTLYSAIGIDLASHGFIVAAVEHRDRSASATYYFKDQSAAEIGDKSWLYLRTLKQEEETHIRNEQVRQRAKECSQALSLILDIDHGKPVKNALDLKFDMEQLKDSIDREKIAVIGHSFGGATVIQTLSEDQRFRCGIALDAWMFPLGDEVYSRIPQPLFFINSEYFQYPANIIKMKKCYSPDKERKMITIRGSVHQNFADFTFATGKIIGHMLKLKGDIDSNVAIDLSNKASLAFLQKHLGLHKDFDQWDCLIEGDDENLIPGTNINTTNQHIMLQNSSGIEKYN
PAD4 inh: inhibitors of human PAD4; 330,000 tested, 0.41% active; Q9UM07; inhibition, % at 6.36 µM; recombinant PAD4, RCA probe fluorescence polarization;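 active means percent inhibition above a cutoff equal to the mean of all tested compounds plus 3 SD, cut at about 15% in these data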;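 further: 0% = PAD4 with RCA probe and DMSO and 100% = probe without PAD4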
Target sequence (Q9UM07 whole entry, looked up): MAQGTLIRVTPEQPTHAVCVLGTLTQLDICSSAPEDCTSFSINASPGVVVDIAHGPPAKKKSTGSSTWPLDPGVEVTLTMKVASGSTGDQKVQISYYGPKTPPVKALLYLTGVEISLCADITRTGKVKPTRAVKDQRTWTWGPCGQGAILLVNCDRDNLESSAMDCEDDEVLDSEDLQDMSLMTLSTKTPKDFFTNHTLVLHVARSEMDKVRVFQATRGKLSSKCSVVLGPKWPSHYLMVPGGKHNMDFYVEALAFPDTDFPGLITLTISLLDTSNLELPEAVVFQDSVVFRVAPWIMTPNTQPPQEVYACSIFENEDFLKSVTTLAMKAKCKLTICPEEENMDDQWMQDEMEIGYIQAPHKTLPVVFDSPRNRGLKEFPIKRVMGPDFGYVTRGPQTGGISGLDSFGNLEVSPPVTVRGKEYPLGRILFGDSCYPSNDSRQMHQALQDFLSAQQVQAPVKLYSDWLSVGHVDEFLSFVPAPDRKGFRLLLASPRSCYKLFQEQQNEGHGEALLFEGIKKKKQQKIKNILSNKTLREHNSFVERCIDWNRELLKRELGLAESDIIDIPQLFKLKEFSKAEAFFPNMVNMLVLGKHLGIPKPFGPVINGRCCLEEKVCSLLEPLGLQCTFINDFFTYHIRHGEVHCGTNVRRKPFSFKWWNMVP
* marks the source's active call; other numbers are inactive results; x = not tested or not shown. Some of the compounds tested; count on the stated rates, not on these rows.

SMILES	LYPLA1 counter	PREPL inhibitor	GSTO1 counter	PAFAH1B2 inh	PAFAH2 inh	PAFAH1B3 FP inh	LYPLA2 counter	pPAFAH inh	PAD4 inh
Cc1ccc(S(=O)(=O)CCC(=O)OC(C)C(=O)Nc2ccc(N3CCOCC3)cc2)cc1 (configuration not stated)	-2	8	x	4	7	10	3	8	8
COc1ccc(-n2nc(C(N)=O)c(O)cc2=O)cc1	0	-3	1	7	-3	8	-4	-1	-2
CS(=O)(=O)N1N=C(c2ccccc2)CC1c1ccc2c(c1)OCO2 (configuration not stated)	-9	-36	3	-18	-90	-10	-11	-22	-10
CC(=O)Nc1nnc(Cc2ccccc2)s1	-1	-8	1	4	3	0	-6	5	-1
O=C(NNC(=O)c1ccccc1F)c1ccc2nc[nH]c2c1	1	9	-2	3	0	11	3	11	3
Cc1cccc(N=C(N2CCOCC2)P(=O)(N2CCOCC2)N2CCOCC2)c1	-1	9	7	-4	-1	-1	2	9	1
COc1ccccc1NC(=O)Nc1ccc(N2CCOCC2)cc1	2	11	4	2	-1	8	6	10	-4
COc1ccc(OC)c(NC(=O)C2C3CCC(O3)C2C(=O)O)c1 (configuration not stated)	1	-2	11	x	x	x	-3	-3	-2
Cn1c(Cc2ccc(Cl)cc2)nnc1SCC(=O)NC1CC1	1	3	0	6	-2	9	-2	6	1
COc1cc2c(cc1OC)CN(C(=O)C1CCC(=O)N(CCCN3CCOCC3)C1)CC2 (configuration not stated)	1	14	2	-4	3	-4	0	1	0

An excerpt of the results above, for reference:
SMILES	LYPLA1 counter	PREPL inhibitor	GSTO1 counter	PAFAH1B2 inh	PAFAH2 inh	PAFAH1B3 FP inh	LYPLA2 counter	pPAFAH inh	PAD4 inh
Cc1ccc(S(=O)(=O)CCC(=O)OC(C)C(=O)Nc2ccc(N3CCOCC3)cc2)cc1 (configuration not stated)	-2	8	x	4	7	10	3	8	8
COc1ccc(-n2nc(C(N)=O)c(O)cc2=O)cc1	0	-3	1	7	-3	8	-4	-1	-2

Next section.
SMILES	LYPLA1 counter	PREPL inhibitor	GSTO1 counter	PAFAH1B2 inh	PAFAH2 inh	PAFAH1B3 FP inh	LYPLA2 counter	pPAFAH inh	PAD4 inh
CCn1c(Cc2ccccc2)nnc1SCC(=O)N1CCCC1=O	0	7	-4	3	-5	0	-3	5	-1
CCOc1ccccc1NC(=O)C1CCN(C(=O)Cc2ccccc2)CC1	-3	3	-1	3	2	7	-5	5	6
Clc1ccc(COc2ccccn2)c(Cl)c1	0	-5	3	5	6	10	5	1	-1
O=C(COC(=O)/C=C/c1ccc(Cl)cc1Cl)Nc1ccc2c(c1)OCCO2	3	9	0	2	3	-4	7	7	0
N#Cc1ccc(C(=O)CSc2n[nH]c(=O)n2-c2cccnc2)cc1	2	7	3	x	x	x	-1	4	-2
CCCCn1nnnc1SCC(=O)NC1CCCCC1	2	20	5	7	0	0	5	2	1
O=c1[nH]c2ccccc2nc1-c1cccs1	-5	-14	1	4	3	15	-4	-2	-10
CN(CC(=O)Nc1ccccc1-c1ccccc1)Cc1ccccc1Cl	-1	-1	-3	6	2	2	-3	1	-2
CCCOc1ccccc1Cn1c(=O)oc2ccccc21	-5	0	7	8	3	-3	-15	-7	0
CC(C)(C)c1ccc(C(=O)Nc2cccc(C(=O)N3CCOCC3)c2)cc1	4	4	3	4	-5	1	2	5	-6
O=C(OCc1nc2ccccc2s1)[C@@H]1CCCN1S(=O)(=O)c1ccccc1F	-3	7	4	-2	10	9	-9	8	-3
Cc1ccc(NC(=O)CC2SCCNC2=O)cc1Cl (configuration not stated)	4	3	4	0	3	8	5	7	-2
Cc1c(C(=O)Nc2ccc(OCc3ccccc3)cc2)cccc1[N+](=O)[O-]	-2	7	-4	0	4	3	3	1	-1
CC(=O)OCC1=C(C(=O)O)N2C(=O)C(NC(=O)c3ccc(F)cc3)C2SC1 (configuration not stated)	1	2	1	-2	2	9	2	5	-2
Cc1cccc(Cn2cnc3c(sc4nc(C)cc(C)c43)c2=O)c1	-3	-11	-2	2	-2	5	0	2	-1
Brc1ccc(OCc2ccccc2)c(CNCc2ccncc2)c1	-1	-24	-4	7	16	10	5	11	0
COc1ccc(NS(=O)(=O)c2cc3c(cc2C)N(C(C)=O)CCO3)cc1OC	-7	2	3	0	1	1	0	-2	-4
COc1ccc(NC(=O)c2sc3nc(C)cc(C)c3c2N)c(OC)c1	-3	3	-4	x	x	x	-1	8	-3
COc1cccc(OCC(O)CN2CCOCC2)c1 (configuration not stated)	-2	5	2	2	-2	-1	-4	1	-5
CSc1ncc(Cl)c(C(=O)C(C#N)c2nc3c(C)cc(C)cc3c(=O)[nH]2)n1 (configuration not stated)	-4	2	-35	1	21	2	-3	-2	-1

Entries listed so far with a COOH group, in the order listed:
SMILES	LYPLA1 counter	PREPL inhibitor	GSTO1 counter	PAFAH1B2 inh	PAFAH2 inh	PAFAH1B3 FP inh	LYPLA2 counter	pPAFAH inh	PAD4 inh
COc1ccc(OC)c(NC(=O)C2C3CCC(O3)C2C(=O)O)c1 (configuration not stated)	1	-2	11	x	x	x	-3	-3	-2
CC(=O)OCC1=C(C(=O)O)N2C(=O)C(NC(=O)c3ccc(F)cc3)C2SC1 (configuration not stated)	1	2	1	-2	2	9	2	5	-2

Remaining list, next part:
SMILES	LYPLA1 counter	PREPL inhibitor	GSTO1 counter	PAFAH1B2 inh	PAFAH2 inh	PAFAH1B3 FP inh	LYPLA2 counter	pPAFAH inh	PAD4 inh
O=C(CSc1nnc(-c2cccs2)o1)N1CCCCC1	4	10	5	5	0	3	8	-5	1
O=C(CSc1nc(-c2cccs2)cc(C(F)(F)F)n1)NCc1ccccc1	-4	6	6	1	7	2	1	6	2
CCC1CCCCN1c1nc(-c2ccncc2)nc2ccccc12 (configuration not stated)	1	-5	1	0	1	-4	2	7	-4
C=CCOc1ccccc1CNCCCN1CCOCC1	-3	10	2	3	7	10	-3	1	8
CCOc1ccccc1NC(=O)c1cc(S(=O)(=O)N2CCN(CC)CC2)ccc1Cl	-1	0	1	22	5	-6	4	-3	-2
O=C(NCc1nnc(SCC(=O)N2CCN(c3ccccc3)CC2)o1)c1c(F)cccc1Cl	1	-38	2	0	-7	5	3	3	2
Cc1ccc(NC(=O)c2ccc(S(=O)(=O)NCC3CCCO3)cc2)cc1C (configuration not stated)	-1	-7	-2	0	4	0	-1	7	2
O=C(c1ccc(CS(=O)(=O)Cc2ccccc2)cc1)N1CCCCC1	-4	-2	-3	2	6	6	-6	4	0
O=C(NNc1cc(N2CCOCC2)nc(N2CCOCC2)n1)c1ccc(Cl)cc1Cl	-1	15	1	6	0	8	0	0	-4
CCOC(=O)[C@H]1[C@H]2COc3ccc(C)cc3[C@@H]2N2C(=O)CN(Cc3ccc(F)cc3)C(=O)[C@@]12C	1	2	x	1	0	1	-3	0	-6
Cc1ccc(NC(=O)Cn2nnc3ccccc3c2=O)cc1	4	-12	0	1	13	2	3	4	-3
CNC(=O)c1ccsc1NC(=O)c1ccc(S(=O)(=O)N2CCOCC2)cc1	2	-11	2	3	0	-3	-1	5	-4
O=C(C(=O)N1CCN(c2ccccc2F)CC1)c1c[nH]c2ccccc12	-1	2	5	3	-2	4	9	-3	2
Cc1cc(C)n(C(=O)/C(C#N)=C/N(C)C)n1	-6	10	-5	1	-7	12	-8	-9	-5
CC(C)N(C(=O)COC(=O)CNS(=O)(=O)c1ccccc1F)c1ccccc1	0	1	-2	16	9	4	-1	2	-2
COc1ccccc1NC(=O)C1=C(C)NC(=O)NC1c1ccc(C)cc1 (configuration not stated)	1	9	1	4	0	-8	0	4	0
Cc1cc(F)ccc1S(=O)(=O)N1CCCOC1CNC(=O)C(=O)NCC(C)C (configuration not stated)	2	0	-1	3	-1	4	6	2	2
NC(=O)c1ccsc1NC(=O)C1CCN(S(=O)(=O)c2cccs2)CC1	-1	-5	5	0	1	8	-4	-1	-2
CSc1nc(=O)n2cccc(C)c2n1	1	14	1	4	-5	9	3	2	4
O=C(NCc1cc(C(F)(F)F)cc(C(F)(F)F)c1)C1CC(c2ccc(C(F)(F)F)cc2)=NO1 (configuration not stated)	0	7	10	12	-6	18	-7	5	5
CCN(CC)S(=O)(=O)c1cccc(NC(=O)CC2CCCC2)c1	-5	1	1	2	7	8	-2	0	0
NC(=O)c1ccccc1OCC(=O)O	2	-2	5	1	-5	6	-1	4	1
C=CCN1C(=O)/C(=c2\sc3nc(=O)c(Cc4ccccc4)nn3c2=O)c2ccccc21	-2	3	0	x	x	x	-5	6	0
FC(F)(F)c1ccc(C2[C@H]3CN(Cc4cccnc4)[C@H](c4ccccc4)C34CC2(c2cccnc2)C4)cc1 (some centres not stated)	-3	6	-3	3	-9	1	-1	-1	-2
Cc1c(CN2CCC(CO)(CCOc3ccccc3)CC2)[nH]c2ccc(Cl)cc12	-1	7	-9	1	-2	6	4	0	-1
O=C(CSc1ccc(Cl)cc1)N1CCN(c2ncc(C(F)(F)F)cc2Cl)CC1	2	-18	1	9	0	5	23	2	4
Cc1ccc(N/C(=C\C(=O)c2ccccc2)C(=O)O)cc1	-3	6	6	-4	1	1	6	0	-1
Cn1c(=O)c2c(nc(OCc3ccc4c(c3)OCO4)n2Cc2ccccc2Cl)n(C)c1=O	2	14	-4	2	1	1	-2	-3	-2
COc1ccc(N(CC(=O)NCc2cccnc2)S(=O)(=O)c2c(C)nn(C)c2C)cc1	-1	1	1	0	-2	3	0	4	-2
COc1cc(C)c(C)cc1S(=O)(=O)N1CCCc2ccccc21	2	10	-8	-3	-5	-1	-5	0	0
COc1cc(C)c(C(=O)CC(=O)c2c(C)cc(OC)cc2C)c(C)c1	1	-6	-2	x	x	x	1	7	0
OCCN1CCN(Cc2ccc3ccccc3c2)CC1	1	5	7	-1	0	-2	2	-2	1
O=C(CCn1c(=O)oc2ccccc21)Nc1nc2ccccc2s1	-6	-67	-4	5	1	-6	-3	-3	0
Cc1cc2cc(C(=O)N3CCc4c([nH]c5ccccc45)C3c3ccccn3)ccc2o1 (configuration not stated)	-2	7	-14	1	-6	7	3	5	-2

Structural class, the compounds so far with a thiophene ring, fused or not (seven)
SMILES	LYPLA1 counter	PREPL inhibitor	GSTO1 counter	PAFAH1B2 inh	PAFAH2 inh	PAFAH1B3 FP inh	LYPLA2 counter	pPAFAH inh	PAD4 inh
O=c1[nH]c2ccccc2nc1-c1cccs1	-5	-14	1	4	3	15	-4	-2	-10
Cc1cccc(Cn2cnc3c(sc4nc(C)cc(C)c43)c2=O)c1	-3	-11	-2	2	-2	5	0	2	-1
COc1ccc(NC(=O)c2sc3nc(C)cc(C)c3c2N)c(OC)c1	-3	3	-4	x	x	x	-1	8	-3
O=C(CSc1nnc(-c2cccs2)o1)N1CCCCC1	4	10	5	5	0	3	8	-5	1
O=C(CSc1nc(-c2cccs2)cc(C(F)(F)F)n1)NCc1ccccc1	-4	6	6	1	7	2	1	6	2
CNC(=O)c1ccsc1NC(=O)c1ccc(S(=O)(=O)N2CCOCC2)cc1	2	-11	2	3	0	-3	-1	5	-4
NC(=O)c1ccsc1NC(=O)C1CCN(S(=O)(=O)c2cccs2)CC1	-1	-5	5	0	1	8	-4	-1	-2
